Compound activity deposited in PubChem BioAssay by several laboratories.
OX1R antag-1 – OX1R (HCRTR1) antagonists, primary screen, fluorescence, CHO/OX1R cells, Fluo-8 calcium, orexin A; 330,000 compounds, 0.43% hits; AID 434989, 2010; inhibition, % at 5 µM; Fluo-8 calcium fluorescence; Orexin/Hypocretin receptor type 1 (Homo sapiens), O43613;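 active = inhibition above its plate's threshold, mean inhibition of all tested compounds on the plate plus 3 SD, cut at about 37% in these data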;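 also: 0% = orexin A challenge wells and 100% = SB-334867-A antagonist wells; not every result past the cut was called active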
Target sequence (O43613 whole entry, looked up): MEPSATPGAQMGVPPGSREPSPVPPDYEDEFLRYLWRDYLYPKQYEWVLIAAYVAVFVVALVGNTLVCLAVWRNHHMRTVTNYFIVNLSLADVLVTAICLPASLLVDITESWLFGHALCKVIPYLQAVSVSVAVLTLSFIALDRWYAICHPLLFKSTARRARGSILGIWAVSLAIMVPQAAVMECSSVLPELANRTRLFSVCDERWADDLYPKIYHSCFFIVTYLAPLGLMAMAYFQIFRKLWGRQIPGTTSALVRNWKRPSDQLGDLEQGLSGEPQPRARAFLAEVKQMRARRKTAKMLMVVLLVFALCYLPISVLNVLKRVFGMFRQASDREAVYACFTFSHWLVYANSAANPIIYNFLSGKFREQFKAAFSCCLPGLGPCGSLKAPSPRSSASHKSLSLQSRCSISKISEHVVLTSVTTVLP
STK33 kinase inh – inhibitors of purified STK33 kinase, primary screen, biochemical, ADP-Glo luminescence, homogeneous, cell-free; Serine/threonine-protein kinase 33 (Homo sapiens), Q9BYT3; MBP phosphorylation; inhibition, % at 10 µM; 320,000 compounds, 0.073% hits; AID 2661, 2010;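 active = inhibition at or above 25%, using the most active replicate where run in duplicate; inactive = inhibition below 25%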
Target sequence (Q9BYT3 whole entry, looked up): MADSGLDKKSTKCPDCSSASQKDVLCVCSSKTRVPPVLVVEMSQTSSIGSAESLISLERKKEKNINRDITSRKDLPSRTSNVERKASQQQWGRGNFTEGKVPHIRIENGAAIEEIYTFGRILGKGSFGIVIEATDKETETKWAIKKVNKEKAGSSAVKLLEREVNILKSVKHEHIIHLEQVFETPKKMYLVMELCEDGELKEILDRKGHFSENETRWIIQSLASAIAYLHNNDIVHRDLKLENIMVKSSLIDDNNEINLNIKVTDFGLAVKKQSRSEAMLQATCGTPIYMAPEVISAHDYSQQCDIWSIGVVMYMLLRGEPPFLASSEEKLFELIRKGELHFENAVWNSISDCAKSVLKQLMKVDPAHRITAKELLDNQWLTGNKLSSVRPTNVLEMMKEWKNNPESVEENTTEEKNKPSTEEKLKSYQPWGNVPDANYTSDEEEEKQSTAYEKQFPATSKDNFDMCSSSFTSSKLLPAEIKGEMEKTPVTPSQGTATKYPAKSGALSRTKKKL
OX1R antag-2 – antagonists of human orexin 1 receptor (OX1R); AID 485270, 2010; inhibition, % at 6.6 µM; Orexin/Hypocretin receptor type 1 (Homo sapiens), O43613; 330,000 compounds, 1.8% hits; OX1R-expressing cells, FRET antagonist read-out; in the data active = inhibition mostly above about 38%, no sharp cut-off; inactive = mostly below about 40%;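 also: 0% = agonist challenge alone and 100% = reference antagonist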
* marks the source's active call; other numbers are inactive results; . = not tested or not shown.

SMILES	OX1R antag-1	STK33 kinase inh	OX1R antag-2
Cc1nn(-c2ccccc2)c(Cl)c1/C=N/NC(=O)c1ccnn1C	-14.6	-0.5	45.8
Cc1cccc(-n2c(CCc3ccccc3)nnc2SCC(=O)c2ccccc2)c1	-15.7	-4.6	10.7
O=C(O)CCCC(=O)Nc1ccccc1Br	-15.8	-3.1	21.0
COc1ccc(C2(CNC(=O)c3ccc(OC)c([N+](=O)[O-])c3)CCOCC2)cc1OC	-22.6	-0.5	18.7
COc1cc(OC)cc(-c2nnc(NC(=O)Cc3ccc(F)cc3)o2)c1	-4.6	-1.0	4.2
COCC(=O)N(C)C1(c2nnnn2CCOC(=O)Nc2ccc(Cl)cc2)CCCC1	-15.2	0.0	16.6
CC(=O)N1CCOc2ccc(S(=O)(=O)N3CCC(C(=O)Nc4cc(C)ccc4C)CC3)cc21	-32.0	-1.9	7.4
CCn1c(SCC(=O)Nc2cc(OC)ccc2OC)nnc1C1CCCCC1	-6.2	-3.3	12.2
CCOC(=O)Nc1cccc(Cl)c1C	-25.4	-1.7	15.1
Cc1cccc(CN2CCN(c3nc4nonc4nc3NC3CC3)CC2=O)c1	-19.7	-0.7	8.8
Cc1c(C(=O)NCc2ccco2)cccc1[N+](=O)[O-]	-3.4	-1.8	21.4
Cc1noc(C)c1NC(=O)Nc1ccc2c(c1)C(=O)N([C@H](C)CO)C[C@H](C)[C@@H](CN(C)S(=O)(=O)c1ccccc1)O2	-0.3	-1.5	10.5
CCc1nc(SCC(=O)Nc2cc(C)on2)n[nH]1	-8.8	-1.0	10.0
O=C(Oc1cccc(C(=S)N2CCCCC2)c1)c1ccccc1	12.6	-1.3	3.8
c1cnc2ccc(C(c3nnnn3C3CCCCC3)N3CCCCC3)cc2c1 (configuration not stated)	-38.6	-2.3	18.6
O=C(c1ccco1)N(Cc1cc2ccccc2[nH]c1=O)CC1CCCO1 (configuration not stated)	-21.6	-0.9	13.4
CCCCCC(=O)NC(=S)Nc1ccccc1C(=O)OC	-35.5	-1.1	10.1
CC(=O)OC[C@H]1O[C@@H](O/N=C(\C)CCN2CCCCc3nc(C)c(C)cc32)[C@H](OC(C)=O)[C@@H](OC(C)=O)[C@@H]1OC(C)=O	-14.3	-0.6	10.9
CC1CCN(c2ccccc2NC(=O)c2cc([N+](=O)[O-])ccc2N2CCOCC2)CC1	-27.2	0.5	13.9
Cc1ccc2[nH]c(=O)cc(C(=O)OCC(=O)c3ccc(F)cc3)c2c1	-5.7	-0.1	19.5
Cc1cc(=O)n2nc(N3CCCC(C(=O)N4CCN(c5ccccc5)CC4)C3)sc2n1 (configuration not stated)	-16.5	-0.1	6.8
CC(NC(=O)c1ccccc1Br)c1nnc(SCc2ccc([N+](=O)[O-])cc2)n1C (configuration not stated)	-5.9	-1.9	23.2
COc1cccc(CNc2ccc(S(=O)(=O)N3CCCC3)cn2)c1	-29.7	-0.9	4.4
O=C(COc1ccc(C(=O)c2ccccc2)cc1)NCc1ccc(F)cc1	-18.2	-1.9	20.3
Cc1ccc(-n2cc(CN3CCN(Cc4nccn4C)CC3)c(-c3ccc(F)cc3)n2)cc1	-13.1	-1.3	15.9

Rewritten as labelled records: entries from further up
O=C(Oc1cccc(C(=S)N2CCCCC2)c1)c1ccccc1
  OX1R antag-1 = 12.6 | STK33 kinase inh = -1.3 | OX1R antag-2 = 3.8

Cc1ccc2[nH]c(=O)cc(C(=O)OCC(=O)c3ccc(F)cc3)c2c1
  OX1R antag-1 = -5.7 | STK33 kinase inh = -0.1 | OX1R antag-2 = 19.5

Single records, as listed above. Values in the order: OX1R antag-1 | STK33 kinase inh | OX1R antag-2
CCc1nc(SCC(=O)Nc2cc(C)on2)n[nH]1 in the list: -8.8 | -1.0 | 10.0
Cc1noc(C)c1NC(=O)Nc1ccc2c(c1)C(=O)N([C@H](C)CO)C[C@H](C)[C@@H](CN(C)S(=O)(=O)c1ccccc1)O2 in the list: -0.3 | -1.5 | 10.5

Next part:
SMILES	OX1R antag-1	STK33 kinase inh	OX1R antag-2
COCCCNc1nc2ccccc2nc1NS(=O)(=O)c1cccs1	-12.3	-0.4	11.8
Cn1c(=O)cc(SCC(=O)NCCCN2CCN(c3ccc(F)cc3)CC2)c2ccccc21	-28.7	0.2	-2.4
CC1CCN(S(=O)(=O)c2cccc(S(=O)(=O)N3CCOCC3)c2)CC1	-15.7	-1.3	8.2
CC(=O)NC(CCS(C)(=O)=O)C(=O)Nc1cc(Cl)ccc1Cl (configuration not stated)	-7.1	0.1	4.5
COCCNC(=O)C(=O)NCC1OCCN1S(=O)(=O)c1ccc2c(c1)OCCO2 (configuration not stated)	-9.4	0.2	12.5
Cc1ccc(S(=O)(=O)/N=C(\N)c2ccc(F)cc2)cc1	-7.6	-1.3	21.0
O=c1cc(-c2ccccc2)[nH]c2[nH]n(-c3ccccc3)c(=O)c12	-14.0	-1.3	16.1
CCNc1sc(C(=O)OCC)c(N)c1C#N	-15.3	1.5	15.7
COc1ccc(C(=O)COC(=O)c2cc3ccccc3oc2=O)c(OC)c1	-26.3	-0.2	36.1
COCCn1c(-c2ccc3ccccc3c2)nc2c1c(=O)[nH]c(=O)n2CC(C)C	-62.4	-1.3	21.7
O=C1CCC(C(=O)OC(C(=O)Nc2cc(Cl)cc(Cl)c2)c2ccccc2)=NN1 (configuration not stated)	-4.2	-0.9	3.6
CCOc1ccccc1/C=N/NC(=O)c1cccc(Cl)c1	-22.2	-2.8	18.7
COc1ccc(CCNCC(O)Cn2ccc3ccccc32)cc1OC (configuration not stated)	-24.8	-0.1	7.6
O=C(NCc1ccco1)C(c1ccccc1)N(Cc1ccccc1)C(=O)Cn1nnc2ccccc21 (configuration not stated)	-25.6	-1.0	14.2
Nc1ccc(Br)cc1C(=O)O	-5.1	.	15.3
Cn1nccc1NC(=O)CSCC(=O)O	-3.3	1.0	37.6
CN(C)c1nc2c(c(=O)n(C)c(=O)n2C)n1Cc1ccccc1	-8.8	-0.4	10.0
CCOc1ccc(Nc2nc(Cl)nc(N3CCN(c4ccc(OC)cc4)CC3)n2)cc1	3.6	-0.1	35.4
O=C(/C=C/c1ccccc1Cl)NCc1ccco1	0.3	-1.4	18.1
Cc1onc(-c2c(Cl)cccc2Cl)c1C(=O)O/N=C(\C#N)c1c(Cl)cccc1Cl	-12.4	-0.3	8.1
COc1cccc(CCNc2ccc(N3C(=O)CC(C)C3=O)cc2[N+](=O)[O-])c1 (configuration not stated)	-23.9	0.7	30.0
Cc1sc2nc(CSC(C)C(=O)Nc3ccc(C#N)cc3)[nH]c(=O)c2c1C (configuration not stated)	3.4	0.3	22.0
Fc1ccc(CN2CCN(c3ncnc4scc(-c5ccc(F)cc5)c34)CC2)cc1	-48.9	-2.3	9.4
CC(/C=C/c1ccccc1)=N\NC(=O)c1ccc(Br)cc1	-4.6	-0.9	9.2
N=c1c(-c2nc3ccccc3[nH]2)cc(C(=O)c2cccs2)nn1-c1ccc(Cl)cc1	-16.0	-0.7	12.7

In the list so far, three contain a COOH group:
SMILES	OX1R antag-1	STK33 kinase inh	OX1R antag-2
O=C(O)CCCC(=O)Nc1ccccc1Br	-15.8	-3.1	21.0
Nc1ccc(Br)cc1C(=O)O	-5.1	.	15.3
Cn1nccc1NC(=O)CSCC(=O)O	-3.3	1.0	37.6

(continued)
SMILES	OX1R antag-1	STK33 kinase inh	OX1R antag-2
CCCCOC(=O)Nc1ccc(S(=O)(=O)Nc2cc(C)nc(C)n2)cc1	-8.4	1.9	13.0
CNC(=S)N1N=C(c2ccc(OC)cc2)CC1c1ccccc1Cl (configuration not stated)	-25.7	-0.7	3.5
COc1ccc(N2CCN(C3CCCN(Cc4ccc(F)cc4)C3)CC2)cc1 (configuration not stated)	-20.3	-1.3	7.1
CC12CCC(C(=O)Nc3cccc(Cl)c3)(C(Br)C1=O)C2(C)C (configuration not stated)	-26.2	-1.2	19.5
CC1CC(C)CN(C(=O)COC(=O)CN2C(=O)c3ccccc3C2=O)C1 (configuration not stated)	-28.7	-0.8	3.7
CCN(CC)CCN(C(=O)c1cc2ccccc2cc1OC)c1nc2ccc(F)cc2s1	-12.6	-0.2	29.4
CC(C)(C)OC(=O)N1CCN(C(=O)c2ncn(Cc3ccccc3)c2C(=O)N2CCN(C(=O)OC(C)(C)C)CC2)CC1	-25.9	-1.6	3.4
CCN(C(=O)c1cc2c(=O)n3cccc(C)c3nc2n1CCCOC)C1CCCCC1	-35.5	1.7	10.4
Cn1c(SCC(=O)NC2CCCC2)nnc1C(F)(F)F	2.2	-0.9	2.9
Cc1c(O)ccc(NC(=O)/C=C/c2ccccc2)c1C	-12.2	-1.3	14.3
CC(C)CC(=O)Nc1ccc(Oc2ccc3c(c2)C(=O)NC3=O)cc1	-15.0	-0.9	5.5
CCOc1cc(C2NC(=O)NC(C)=C2C(C)=O)cc(Cl)c1OCC(=O)O (configuration not stated)	2.0	-1.1	-0.6
Cc1cc(=O)n2nc(N3CCCC(C(=O)NCCCN4CC(C)CC(C)C4)C3)sc2n1 (configuration not stated)	-2.3	-0.7	-6.2
O=c1c2cc(N3CCOCC3)ccc2[nH]c(=S)n1CCCN1CCCCC1	-16.2	0.2	17.5
CCOC(=O)c1cc(S(=O)(=O)N2CCOCC2)cn1C	-9.1	2.6	5.1
COc1ccc(/C=C(/C#N)C(=O)Nc2ccccc2C)cc1C(=O)O	11.3	-1.5	24.5
Cc1cc(N)n(-c2ncnc3scc(-c4ccc(Cl)cc4)c23)n1	-4.2	-3.0	10.8
Cc1ccccc1Nc1ncnc2c1cnn2Cc1ccccc1	-35.0	-1.3	4.3
CC(=O)Nc1ccc(NC(=O)C2CCN(C(=O)c3cccs3)CC2)cc1	-10.0	6.2	5.2
CCOc1ccc(S(=O)(=O)N=C(c2ccccc2)N2CCOCC2)cc1	-10.8	-1.0	1.8
CCNC(=O)NC(=O)C(C)Sc1nnc(COc2ccccc2Cl)o1 (configuration not stated)	-13.2	-0.2	13.7
Cc1nn2c(nc(N3CCOCC3)c3ccccc32)c1C=C(C#N)C#N	-4.9	-1.9	25.6
Cc1cccc(CCN(CC(=O)NC2CCCCC2)C(=O)c2csnn2)c1	-19.1	0.5	40.0
CCn1c2ccccc2c2cc(NC(=O)c3ccccc3[N+](=O)[O-])ccc21	7.7	-3.0	24.0
O=C(C1CCN(c2ncnc3c2nc2n3CCCCC2)CC1)N1CCN(c2ccc(F)cc2)CC1	-26.0	-0.3	16.1

Next part:
SMILES	OX1R antag-1	STK33 kinase inh	OX1R antag-2
COc1cc(NC(=O)[C@@H]2CCCN(S(=O)(=O)c3cccc4cccnc34)C2)cc(OC)c1OC	-27.2	-0.7	34.8
Cn1nnc(NC(=O)CSc2ccc(Cl)cc2)n1	-16.0	0.4	7.2
Cc1ccc2c(COC(=O)CC3Sc4ccccc4NC3=O)cc(=O)oc2c1C (configuration not stated)	-17.8	1.3	7.4
COc1ccc(CCNC(=O)CCCn2nc(C)n3ccnc3c2=O)cc1OC	-0.3	-0.8	6.2
Cn1c(CNc2nc3ccccc3n2CCN2CCCCC2)nc2ccccc21	-23.7	-0.9	23.6
COc1ccc(CSc2ccc(-c3nc4ccccn4c3NCc3ccccc3)cc2OC)cc1	-34.0	-0.1	27.9

Hits appear at their usual frequency; any-hit rate near 2.2%.
